USP2a block = inhibitors of human ubiquitin-specific protease USP2a; USP2 core, Ub-CHOP2 coupled fluorogenic reporter, 485/531; 330,000 tested, 0.01% active; Potency, µM (highest dose often 38.3 µM), for the others: top-dose activity change, negative = inhibition, hits mostly inhibitors; O75604;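 note: potency is the fitted concentration of half-maximal effect; plate controls were DMSO wells for no effect and full inhibition by NEM control for full effect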
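Cell-free coupled assay: 10nM USP2 core preincubated 30min RT with compound in Tris-HCl pH 8.0/CaCl2/CHAPS buffer, then 25nM Ub-CHOP2 and 25nM reporter substrate; fluorescence (Ex 485/Em 531) read after 60min RT, normalized to NEM inhibition, concentration-response curves fitted.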
TRPV1 agonist = agonists of human vanilloid receptor 1 (TRPV1); activation, % at 8.33 µM; TRPV1-expressing cells, Fluo-8 calcium influx, agonist mode; Q8NER1; AID 540275; 320,000 tested, 0.19% active; in the data active = activation above about 80%; inconclusive = between about 30% and that limit; note: 0% is about no effect
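Cells expressing TRPV1 were dye-loaded with Fluo-8 and read kinetically: 10 s baseline, 3 min after compound (agonist portion), then 2 min after EC20 capsaicin (allosteric enhancer portion). Calcium-bound dye fluorescence at 480/520 nm.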
TSHR antagonist = antagonists of human thyroid stimulating hormone receptor | P16473 | TSHR-expressing cells, TSH-stimulated cAMP HTRF, 2 h; stronger effect = lower value | activity change, negative = inhibition, % at 11.5 µM | 330,000 tested, 0.2% active | AID 504810;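 active = activity change below a set negative limit, meaning inhibition stronger than a set level, cut at about -70% in these data; inconclusive = activity change between two set negative limits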; note: % is set by controls: 0 for no effect and ±100 for the full control effect
Target sequence (P16473 whole entry, looked up): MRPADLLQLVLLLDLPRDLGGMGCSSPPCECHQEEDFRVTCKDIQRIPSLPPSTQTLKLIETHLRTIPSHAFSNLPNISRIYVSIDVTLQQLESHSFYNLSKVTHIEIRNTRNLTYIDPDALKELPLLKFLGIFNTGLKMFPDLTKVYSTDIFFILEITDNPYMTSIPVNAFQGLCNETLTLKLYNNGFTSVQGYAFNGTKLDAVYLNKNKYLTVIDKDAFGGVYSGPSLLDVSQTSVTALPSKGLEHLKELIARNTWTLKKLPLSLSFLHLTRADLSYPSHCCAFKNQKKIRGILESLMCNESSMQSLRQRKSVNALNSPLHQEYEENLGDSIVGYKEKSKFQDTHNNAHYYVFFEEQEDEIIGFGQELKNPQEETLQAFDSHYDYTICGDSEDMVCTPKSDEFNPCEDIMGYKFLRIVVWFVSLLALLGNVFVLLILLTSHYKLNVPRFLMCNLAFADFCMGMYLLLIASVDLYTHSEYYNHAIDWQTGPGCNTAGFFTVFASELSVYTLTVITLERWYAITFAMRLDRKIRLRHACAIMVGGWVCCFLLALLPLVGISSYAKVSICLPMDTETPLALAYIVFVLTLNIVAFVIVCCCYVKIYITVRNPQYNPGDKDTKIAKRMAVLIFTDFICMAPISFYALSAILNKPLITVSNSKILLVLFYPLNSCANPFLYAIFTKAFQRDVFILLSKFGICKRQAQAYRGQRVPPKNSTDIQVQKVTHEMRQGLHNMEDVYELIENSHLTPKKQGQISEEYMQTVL
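TSHR-expressing cells, 200/well, pre-treated with compound, then stimulated with EC80 TSH (4nM final) for 2 hours at 37 deg C. cAMP measured by competitive HTRF: anti-cAMP cryptate antibody in lysis buffer plus cAMP-d2, read after 30 minutes at room temperature.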
KCNH2 3.1 block = inhibitors of human KCNH2 3.1 potassium channel isoform; U2OS KCNH2 3.1, thallium flux FluxOr; stronger effect = lower value; 340,000 tested, 0.95% active; activity change, % (tested at about 1.8 µM);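 active = maximum activity change below -70%; inconclusive = maximum activity change from -70% to -50%; inactive = maximum activity change above -50%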;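 note: thallium influx rate constant from kinetic fluorescence after stimulation buffer; % is set by controls: 0 for no effect and ±100 for the full control effect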
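Kinetic fluorescence (2 min after stimulation buffer) measures Tl+ influx through KCNH2 3.1 expressed by viral transduction in U2OS cells; the rate constant is normalized against DMSO controls serving as positive and negative references.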
ELG1 DNA repair = inhibitors of ELG1-dependent DNA repair in HEK293T cells. AID 504467. Potency, µM (doses to about 46.1 µM), inactives show at the top dose activity change, negative = inhibition, usual class: inhibitors. 330,000 tested, 2.3% active. HEK293T ELG1-luciferase reporter, luminescence, 16 h; DNA damage induced by 5-fluorouridine; note: potency is the fitted concentration of half-maximal effect; % is set by controls: 0 for no effect and ±100 for the full control effect; nearly all actives have a fitted effect of over 55% in size
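DMSO vehicle served as the neutral condition. Each well held 2,000 cells given 5-fluorouridine plus compound; after 16 hr at 37 °C/5% CO2, ONE-Glo was added and luciferase measured 30 min later.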
hERG WT inh = blocks the wildtype human KCNH2 potassium channel | AID 720551 | 340,000 tested, 0.37% active | activity change, % at 1.84 µM | Q12809 | U2OS, BacMam KCNH2, thallium flux FluxOr; stronger effect = lower value;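 active = maximum activity change below -70%; inconclusive = maximum activity change between -70% and -50%; inactive = maximum activity change above -50%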; note: % is set by controls: 0 for no effect and ±100 for the full control effect
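U2OS cells were transduced with wild-type KCNH2 virus (2.03 x 10^8 / mL) for 4 h at room temperature, then cultured overnight at 37 C. Thallium flux was read with FluxOr dye. Rate constants were normalized to DMSO controls.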
Mito fusion act = inhibitors of mitochondrial division or activators of mitochondrial fusion. 320,000 tested, 0.23% active. S. cerevisiae fusion-defective mutant growth rescue, CellTiterGlo 48 h. AID 485298. Potency, µM (highest dose often 46.1 µM), for the others: top-dose growth rescue (activation), hits mostly activators;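 note: potency is the fitted concentration of half-maximal effect; % of control where 0% means no effect; nearly all actives have a fitted effect of over 45% in size; temperature-sensitive fusion mutants such as fzo1-1 at 37 °C on non-fermentable ethanol glycerol medium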
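Temperature-sensitive fusion-defective S. cerevisiae (e.g. fzo1-1, mgm1-5) were grown with compound in YPEG medium (3% ethanol, 3% glycerol) for 48 hours at 37C. Growth rescue was measured as viability by CellTiterGlo luminescence after 10 minutes at ambient.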
Eya2 phos inh = inhibitors of human Eya2 phosphatase activity. O00167. recombinant Eya2, OMFP fluorescence dephosphorylation (OMFP is methylfluorescein phosphate). Potency, µM (titrated, usually from 76.9 µM), for the others: top-dose activity, negative = inhibition, hits mostly inhibitors. 330,000 tested, 0.006% active. AID 488837; note: potency is the fitted concentration of half-maximal effect; % is set by controls: 0 for no effect and ±100 for the full control effect
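Eya2 protein (added as 0.2 uM solution) was preincubated with compound for 10 min at ambient temperature in 50 mM HEPES pH 7.5, 50 mM NaCl, 5 uM MgCl2, 0.05% BSA, 1 mM DTT. OMFP (added at 50 uM) then reacted 10 min; fluorescence read at 485/525 nm.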
AT treatment = candidate therapy for ataxia-telangiectasia; Potency, µM (top dose mostly 57.5 µM), for inactives: at the top dose activation, actives largely listed as activators; […] A-T fibroblasts, KAP-1 phosphorylation AlphaLISA; neocarzinostatin DNA damage 30 min before lysis; 320,000 tested, 0.19% active; note: potency is the fitted concentration of half-maximal effect; % of control where 0% means no effect; nearly all actives have a fitted effect of over 45% in size
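ATM-like activity read as KAP-1 phosphorylation via AlphaLISA donor/acceptor antibody pairs after lysis and 6 hr at 25C. Cells were ATM-null patient fibroblasts ([…], hTERT), dosed 60 min, then exposed to the DSB inducer NCS for 30 min.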
TCR activator = activators of T cell receptors. primary human leukocytes, anti-CD3, IL-2 HTRF, 48 h. Potency, µM (titrated, usually from 9.22 µM), without a hit: at the top dose activation of IL-2 secretion, actives largely listed as activators. 330,000 tested, under 10 active; note: % of control where 0% means no effect
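Activity was scored as IL-2 release from primary human leukocytes given only a TCR signal (a-CD3 beads) plus compound for 48 hr. Detection used a two-antibody HTRF format read at 665nm.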
The depositor's hits bear a star; ? = inconclusive; / = no result given; [ ] = dose if it differs, or a comment. Unless noted, calls come from the whole dose curve; as a rule, active = well fitted curve in the direction sought with a large enough effect; inconclusive = small, poorly fitted or top-dose-only effect, or another doubt; inactive = no such curve, though single readings can be large; an effect the other way counts as inactive or inconclusive. A portion of the library; count on the stated rates, not on these rows.

compound	USP2a block	TRPV1 agonist	TSHR antagonist	KCNH2 3.1 block	ELG1 DNA repair	hERG WT inh	Mito fusion act	Eya2 phos inh	AT treatment	TCR activator
CCCSc1oc(-c2ccco2)nc1S(=O)(=O)c1ccccc1	-4%	2	1	4	17%	-5	21%	1%	4%	-2%
O=[N+]([O-])c1ccc2c(c1)C=C1CCCCC1(N1CCCC1)O2 (stereo not drawn)	5%	4	9	-4	13%	8	-1%	4%	7%	4%
O=C(NC1CCCCC1)C(c1ccccc1)N1CCOCC1 (stereo not drawn)	-5%	-1	2	-12	-19%	-5	2%	-13%	3%	5%
CC(=O)c1c(C)[nH]c(C(=O)Nc2cccc3ccccc23)c1C	-1%	-1	1	1	-4%	-4	-2%	4%	8%	4%
CC1=C(C(=O)Nc2cc(C(=O)NCCC(C)C)ccc2C)SCCO1	0%	-1	-2	4	-26%	10	-7%	-2%	6%	0%
COc1ccc(/C=N/NC(=O)c2ccc(Cn3cc([N+](=O)[O-])cn3)o2)c(OC)c1C	5%	-2	2	/	?	-18	-2%	4%	5%	-5%
CN1CCN(c2ccc(NC(=O)COc3ccccc3)cc2Cl)CC1	0%	5	17	-33	?	22	2%	4%	-3%	1%
Cc1noc(C)c1NC(=O)Nc1cccc2c1O[C@H](CN(C)S(=O)(=O)c1ccc(F)cc1)[C@@H](C)CN([C@H](C)CO)C2=O	2%	/	-6	-6	5%	-3	/	-12%	1%	10%
COc1ccc(-c2csc(Cc3nnc(N4CCOCC4)n3-c3ccccc3)n2)cc1OC	5%	-6	-1	-2	0%	0	0%	-36%	-2%	6%
N=c1ccn(Cc2ccc(F)cc2)cc1	0%	4	2	3	?	0	-1%	3%	-15%	5%
Cc1ccc(S(=O)(=O)NC(=O)NC(C)Cc2ccccc2)cc1 (stereo not drawn)	-1%	5	-17	-8	?	3	4%	0%	-1%	2%
COC(=O)c1ccccc1NC(=O)CSc1nnc(C(C)NC(=O)c2ccc(Cl)cc2Cl)n1C (stereo not drawn)	1%	1	-9	19	-2%	1	-1%	8%	/	2%

Entries of single compounds, looked up by structure:
COC(=O)c1ccccc1NC(=O)CSc1nnc(C(C)NC(=O)c2ccc(Cl)cc2Cl)n1C (stereo not drawn) in the list: USP2a block: 1%; TRPV1 agonist: 1; TSHR antagonist: -9; KCNH2 3.1 block: 19; ELG1 DNA repair: -2%; hERG WT inh: 1; Mito fusion act: -1%; Eya2 phos inh: 8%; AT treatment: /; TCR activator: 2%
CN1CCN(c2ccc(NC(=O)COc3ccccc3)cc2Cl)CC1 in the list: USP2a block: 0%; TRPV1 agonist: 5; TSHR antagonist: 17; KCNH2 3.1 block: -33; ELG1 DNA repair: ?; hERG WT inh: 22; Mito fusion act: 2%; Eya2 phos inh: 4%; AT treatment: -3%; TCR activator: 1%

More records follow.
compound	USP2a block	TRPV1 agonist	TSHR antagonist	KCNH2 3.1 block	ELG1 DNA repair	hERG WT inh	Mito fusion act	Eya2 phos inh	AT treatment	TCR activator
Cc1ccc(S(=O)(=O)N2CCCC2)cc1C(=O)NCCN1CCOCC1	3%	14	6	-7	?	3	-28%	-11%	8%	-5%
Cc1ccc(NS(=O)(=O)c2ccccc2[N+](=O)[O-])cc1S(=O)(=O)N1CCCCC1	10%	/	-9	-16	3%	-7	/	7%	9%	4%[46.1 µM]
COc1ccc(N=Cc2ccc[nH]2)cc1	3%	-4	-3	4	9%	-2	0%	28%	/	-7%
CC(=O)N1CCOc2ccc(S(=O)(=O)N3CCC(C(=O)Nc4cc(C)cc(C)c4)CC3)cc21	2%	0	1	-14	-17%	-1	1%	-14%	5%	1%
O=C(c1cccs1)n1nc(-c2ccccc2)nc1NCc1ccc(F)cc1	1%	4	3	-10	-5%	56	5%	5%	7%	0%
O=[N+]([O-])c1cccc(-c2cnc3ccccc3n2)c1	1%	1	-6	-8	?	-12	5%	-27%	9%	-10%
O=C(NCCCN1CCOCC1)c1coc2ccccc2c1=O	4%	-1	5	-14	?	5	-1%	4%	-5%	0%
Cc1ccc(OCc2cc(C(=O)NCC3COCCO3)no2)cc1C (stereo not drawn)	-4%	22	-50	-5	8%	5	0%	-3%	0%	0%
Cn1c(=O)[nH]c(=O)c2c1nc1n2CCS1	10%	-1	-6	5	-3%	-6	0%	-8%	6%	-3%
CCn1c(N2CCN(CC(=O)c3c[nH]c4ccccc34)CC2)nc2c1c(=O)[nH]c(=O)n2C	-5%	-6	11	24	0%	3	-8%	-4%	?	0%
CCOc1ccc(Br)cc1C1C(C(=O)OC)=C(N)Oc2cc(N(C)C)ccc21 (stereo not drawn)	-1%	21	-14	-7	-3%	-2	9%	4%	-2%	2%
COC(=O)c1cc(-c2ccc(C)cc2)n[nH]1	-1%	11	2	1	?	9	4%	?	0%	0%
COc1ccc2nc(NC(=O)CCN3C(=S)NC(C)(C)CC3C)sc2c1 (stereo not drawn)	3%	3	18	-6	14%	0	-4%	4%	2%	2%[46.1 µM]
O=C(CCNC(=O)c1ccc(Cl)cc1)Nc1ccccc1Cl	1%	2	-3	10	-1%	3	-4%	4%	-3%	2%
CC1CCC(NC(=O)C2CCN(S(=O)(=O)c3cccc4nonc34)CC2)CC1 (stereo not drawn)	2%	0	-1	8	7%	-11	-7%	1%	-2%	1%
COC(=O)c1cn(NC(=O)Cc2ccccc2Br)c(=O)c2ccccc12	6%	15	14	2	3%	-5	-2%	-15%	-1%	/
COc1ccccc1C1C2=C(CCCC2=O)N(CC(=O)O)C2=C1C(=O)CCC2	0%	-2	21	1	-9%	24	1%	3%	8%	-1%
CN1C2CCC1CC(NS(=O)(=O)c1cccc(C(F)(F)F)c1)C2 (stereo not drawn)	1%	3	11	16	0%	-1	-3%	0%	3%	-5%
COc1cc(-c2nnc3n2N=C(c2ccccc2)CS3)cc(OC)c1OC	1%	?	4	-1	9.2µM*	-3	8%	-5%	-2%	12%
CCCCN(C)C(=S)Nc1ccc2nc3n(c(=O)c2c1)CCCCC3	0%	3	-21	-2	7%	3	0%	-4%	0%	-7%
CC(C)OCCCNC(=O)CCC(=O)NNc1nc2ccccc2c2nc(-c3ccccc3)nn12	3%	0	-5	9	?	-11	1%	2%	4%	-1%[46.1 µM]
COCc1cc(C)nc(SCC(=O)Nc2cc(C(F)(F)F)ccc2N2CCOCC2)c1C#N	3%	-8	14	-11	?	2	-1%	-10%	10%	-13%
CCOC(=O)C1CCCN(c2c(NCCc3ccc(S(N)(=O)=O)cc3)c(=O)c2=O)C1 (stereo not drawn)	1%	-1	5	4	-1%	-6	2%	38%	-1%	-3%
CC(C)(C)c1ccc(OCc2nnc(SCC(N)=O)n2N)cc1	4%	?	28	10	10%	-9	1%	9%	8%	-4%
O=C(NCCCn1ccnc1)c1cnn2c1NC(c1ccccc1)CC2C(F)(F)F (stereo not drawn)	0%	-2	-5	11	-8%	10	3%	2%	4%	/
C[C@H](CO)N1C[C@H](C)[C@@H](CN(C)C(=O)NC2CCCCC2)Oc2c(NC(=O)Cc3ccccc3)cccc2C1=O	3%	/	4	2	10%	-5	/	13%	13%	-2%
COc1cccc2c1OC1(C)CC2NC(=O)N1Cc1ccccc1 (stereo not drawn)	2%	-2	3	-1	10%	0	-1%	-7%	-3%	/
Cc1cccc(-c2c(NC(=O)c3ccco3)oc3c(C)cccc3c2=O)c1	2%	7	11	5	-18%	5	0%	-1%	-3%	-2%
CC(=O)NCCc1ccc(C(=O)COC(=O)c2cc(C)oc2C)cc1	2%	/	5	1	-1%	-2	/	1%	11%	3%
O=C(NCCCN1CCOCC1)c1ccccc1N1C(=O)[C@@H]2Cc3c([nH]c4ccccc34)C(c3cccc(Cl)c3)N2C1=O (stereo partly drawn)	0%	1	-11	-77*	?	?	0%	0%	-8%	-7%
Cn1c(SCC(=O)N2CCCC2)nc2ccccc2c1=O	5%	-7	1	21	-18%	-8	9%	4%	-3%	/
O=C(N/N=C/c1cccc(Oc2ccc([N+](=O)[O-])cc2[N+](=O)[O-])c1)c1cncc(Br)c1	0%	1	?	-39	15%	-40	-2%	-4%	-4%	/
CCCCn1c(-c2ccc(F)c(F)c2)nc2cc3[nH]c(=O)c(C(C)C)nc3cc21	2%	-1	-3	-10	?	2	18%	-11%	-5%	-8%
CCN(CC)Cc1c[nH]c2c(C(=O)OC)cccc12	-6%	-2	-12	-3	?	28	-7%	-14%	-10%	-1%[46.1 µM]
COc1ccc(-c2nc(Cc3ccc(Cl)cc3)no2)cc1OC	2%	-2	16	-10	1%	-10	3%	10%	14%	2%
Cc1ccc(NC(=O)CSCc2cc(=O)n3cc(C)sc3n2)c(C)c1	0%	2	4	7	3%	0	2%	1%	1%	-3%
COc1ccc(CC(=O)N2CCC(Nc3nc4ccccc4n3Cc3ccc(F)cc3)CC2)cc1	1%	2	-19	-27	21µM*	?	?	-11%	/	-2%[46.1 µM]
CCc1ccc(-c2csc(NC(=O)C3=COCCO3)n2)cc1	-6%	25	-25	-15	?	2	?	-30%	4%	5%
